# SENP7 inh – inhibitors of human SENP7 protease; AID 434973; hit rate 1.5% among 330,000; Q9BQF6; inhibition, % at 5 µM; recombinant SENP7, Z-RLRGG-aminoluciferin luminescence, 40 min;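 active = inhibition above about 50% at the single test dose, limit read from the data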;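 note: plate controls were DMSO with enzyme for no effect and no enzyme buffer wells for full effect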
# SENP1 FRET inh – SENP1 (human) catalytic domain inhibition; recombinant SENP1 catalytic domain, CyPet-SUMO1-YPet FRET cleavage; inhibition, % at 10 µM; hit rate 0.21% among 360,000; AID 624204;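 active = inhibition at least 30% at 10 µM, raw YFP signal under a set limit, fluorescence ratio 0.5 to 1.5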;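 note: 0% = enzyme with DMSO and 100% = no enzyme wells; some results filed as inactive read as strong as hits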
#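 Test system: hSENP1 catalytic domain, recombinant; Amount: 20 pM final SENP1 enzyme; Medium: Tris pH 8 buffer plus EDTA, NaCl, BME, BSA, NP40, catalase; Schedule: 50 min enzyme reaction, room temperature, light-protected; Technique: FRET fluorescence in CFP and YFP emission channels; Controls: no-enzyme wells low, DMSO-plus-enzyme wells high control.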
# MIN6 prolif – MIN6 beta-cell proliferation induction; MIN6 cells proliferation, ATPlite luminescence, 48 h; cells starved in 0.2% serum; 100% = growth in 10% serum; proliferation, % at 10 µM; hit rate 0.29% among 330,000;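 active = compounds whose signal lies at least 3.5 SD above the mean of all wells on their plate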;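 note: 0% = DMSO-treated cells in low-serum medium and 100% = 10% serum control; some compounds called inactive have numbers as strong as hits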
# PfGluPho inh – PfG6PD (Plasmodium falciparum) enzyme inhibition; AID 504690; PfGluPho enzyme, NADPH resazurin-diaphorase fluorescence; hit rate 0.78% among 350,000; inhibition, % at 20 µM;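 active = inhibition reaching at least a set limit at 20 µM in the primary screen, cut at about 59% in these data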;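 note: 0% = DMSO wells with substrate and 100% = DMSO wells lacking glucose-6-phosphate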
# SENP6 block – blocks the human protease SENP6 | AID 2599 | hit rate 1.8% among 330,000 | inhibition, % at 10 µM | Recombinant SENP6 catalytic domain, aminoluciferin luminescence;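 active = inhibition above about 50% at the single tested dose, limit read from the data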;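 note: plate controls were DMSO wells with enzyme for no effect and DMSO wells lacking enzyme for full effect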
# SENP8 block-1 – inhibitors of human SENP8 protease; Q96LD8; recombinant SENP8, Nedd8 substrate fluorescence; AID 602440; inhibition, % at 20 µM; hit rate 0.64% among 360,000; in the data active = inhibition mostly above about 40%, no sharp cut-off; inactive = mostly below about 27%
# UBC13 inh – human UBC13 polyubiquitination inhibition; inhibition, % at 20 µM; AID 485273; hit rate 0.47% among 330,000; P61088; UBC13 polyubiquitin chain formation, TR-FRET; in the data active = inhibition above about 45%, passing the limit was not always enough
# HKDC1 inh – HKDC1 (human) hexokinase inhibition; Q2TB90; recombinant HKDC1, G6PDH/diaphorase resazurin coupled fluorescence; inhibition, % at 20 µM; hit rate 0.16% among 340,000; AID 493160;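 active = inhibition above about 35% when tested at 20 µM, limit read from the data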;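 note: plate controls were DMSO wells with enzyme for no effect and DMSO wells lacking enzyme for full effect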
# Target sequence (Q2TB90 whole entry, looked up): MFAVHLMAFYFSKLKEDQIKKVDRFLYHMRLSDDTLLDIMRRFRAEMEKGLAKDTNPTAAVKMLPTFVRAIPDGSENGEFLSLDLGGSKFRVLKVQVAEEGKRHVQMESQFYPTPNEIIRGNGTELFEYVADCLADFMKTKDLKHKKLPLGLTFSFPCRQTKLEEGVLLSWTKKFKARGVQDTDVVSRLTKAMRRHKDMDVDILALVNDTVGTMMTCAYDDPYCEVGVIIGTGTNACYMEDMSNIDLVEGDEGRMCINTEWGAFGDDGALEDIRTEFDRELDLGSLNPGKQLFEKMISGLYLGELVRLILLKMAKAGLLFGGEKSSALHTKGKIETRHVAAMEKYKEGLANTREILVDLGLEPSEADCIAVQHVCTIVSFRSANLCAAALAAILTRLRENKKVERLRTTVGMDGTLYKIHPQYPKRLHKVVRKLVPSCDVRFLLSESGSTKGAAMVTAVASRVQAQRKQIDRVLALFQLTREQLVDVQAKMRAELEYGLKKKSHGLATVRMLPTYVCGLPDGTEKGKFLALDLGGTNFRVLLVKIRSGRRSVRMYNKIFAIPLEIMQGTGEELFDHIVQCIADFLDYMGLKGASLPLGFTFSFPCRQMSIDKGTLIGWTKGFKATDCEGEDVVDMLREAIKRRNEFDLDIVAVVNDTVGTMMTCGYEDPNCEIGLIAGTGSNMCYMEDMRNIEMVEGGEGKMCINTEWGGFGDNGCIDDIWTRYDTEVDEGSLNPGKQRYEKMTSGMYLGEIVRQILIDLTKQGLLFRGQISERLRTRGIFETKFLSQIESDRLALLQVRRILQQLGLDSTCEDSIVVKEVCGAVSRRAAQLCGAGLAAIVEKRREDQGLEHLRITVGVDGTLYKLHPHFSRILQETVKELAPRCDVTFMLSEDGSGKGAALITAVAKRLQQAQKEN
#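 Assay system: in-house recombinant HK5 (HKDC1) enzyme. Input: HKDC1 at 5 µg/mL. Medium: Tris pH 8.0 buffer with MgCl2, Tween-20, BSA, BME. Dosing: single 20 µM dose. Schedule: 90 min reaction incubation at room temperature, dark. Signal: resazurin-to-resorufin fluorescence via G6PDH and diaphorase coupling, 525/613 nm. Controls: DMSO-enzyme wells negative, buffer-substituted wells positive.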
# SENP8 block-2 – inhibitors of human SENP8 protease; Q96LD8; purified SENP8, Z-RLRGG-aminoluciferin cleavage, luminescence; inhibition, % at 10 µM; hit rate 1.2% among 330,000; AID 2540; in the data active = inhibition above about 50%
# An asterisk follows results filed as active; · = not tested or not shown. Hits appear at their usual frequency. About 4% of those tested had a hit in this group.
# Start of the data: the first 3 records as a preview:
# The line under a structure holds: SENP7 inh	SENP1 FRET inh	MIN6 prolif	PfGluPho inh	SENP6 block	SENP8 block-1	UBC13 inh	HKDC1 inh	SENP8 block-2
- COc1ccc(C2=C(O)C(C)N(c3ccccc3)C2=N)cc1OC (stereo not drawn)
  10	0	0	4	-16	-2	0	-3	-3
- O=c1c2[nH]c3ccccc3c2ncn1CCN1CCNCC1
  0	3	-3	5	8	-13	8	8	-4
- Cc1ccc(NS(=O)(=O)c2cc(C(=O)NCCSC3CCCCC3)ccc2C)cc1
  1	1	-6	16	11	9	10	-6	2

# The listing, from the start:
# The line under a structure holds: SENP7 inh	SENP1 FRET inh	MIN6 prolif	PfGluPho inh	SENP6 block	SENP8 block-1	UBC13 inh	HKDC1 inh	SENP8 block-2
- COc1ccc(C2=C(O)C(C)N(c3ccccc3)C2=N)cc1OC (stereo not drawn)
  10	0	0	4	-16	-2	0	-3	-3
- O=c1c2[nH]c3ccccc3c2ncn1CCN1CCNCC1
  0	3	-3	5	8	-13	8	8	-4
- Cc1ccc(NS(=O)(=O)c2cc(C(=O)NCCSC3CCCCC3)ccc2C)cc1
  1	1	-6	16	11	9	10	-6	2
- Cn1nnnc1SCC(=O)N1c2ccccc2Sc2ccccc21
  1	0	-2	13	-10	14	6	-4	-4
- COc1ccc(N)cc1-n1c(C)ccc1C
  9	-56	-1	78*	38	-390	-27	14	-5
- CCN(CC)CCNC(=O)c1ccc(NC(=O)c2cccc(S(=O)(=O)N3c4ccccc4CC3C)c2)cc1 (stereo not drawn)
  0	-2	-7	12	8	6	43	-2	-3
- O=C1NCCOC(=O)[C@@H](Cc2ccc(F)cc2)CC/C=C/C[C@@H]1CC(=O)N(CCO)Cc1ccccc1
  -6	1	0	-1	10	9	8	-5	3
- COc1cccc(CNC(=O)c2cccs2)c1
  6	-2	-2	-1	-13	-6	0	-7	-8
- CC(C)OC(=O)c1cc(NC(=O)C2C3CCC(O3)C2C(=O)O)cc(C(=O)OC(C)C)c1 (stereo not drawn)
  5	1	-1	-15	-1	-82	-1	-4	0
- COc1ccc(C)cc1-n1nnnc1SCC1CCCCO1 (stereo not drawn)
  8	2	-3	-19	4	3	3	1	-1
- COc1ccccc1NC(=O)NC1(C(=O)N2CCCCCC2)CCCCC1
  -5	-3	0	-4	-12	20	-8	-12	-9
- CC(C)C(NS(=O)(=O)c1ccc2c(c1)OCCCO2)C(=O)O (stereo not drawn)
  -8	1	-3	-11	-10	14	-11	-8	-14
- O=C1CCCCCN1C(=O)c1cccc(C(=O)N2CCCCCC2=O)c1
  0	0	0	3	-5	17	2	-6	-1
- O=C(O)CCC(=O)OCC1CCCO1 (stereo not drawn)
  -5	2	-1	-2	-5	21	1	-1	-1
- CCNc1nc(NCC)nc(C(=O)NN)n1
  3	1	2	-1	4	20	6	0	5
- Cc1ccc(NS(=O)(=O)c2cn(C)cn2)cc1
  11	2	-1	13	-1	18	-4	-3	-13
- O=C1C2C3C=CC(C3)C2C(=O)N1/N=C/c1ccc(-c2ccccc2[N+](=O)[O-])o1 (stereo not drawn)
  7	-14	-2	14	15	-15	-12	-4	4
- Cc1cc(C)c2nc(SC3CCOC3=O)cc(C)c2c1 (stereo not drawn)
  2	1	4	20	8	-4	8	3	2
- CC(C)CC1NC(=O)N(CC(=O)NC2CCCCC2)C1=O (stereo not drawn)
  -8	-1	3	5	-1	17	-1	-8	6
- COc1ccc(/C=C/C(=O)Nc2nc(C)cc(C)n2)cc1OC
  -3	-5	-2	13	-12	-488	4	-4	1
- CSc1ncc(C(C)=O)c(C)n1
  -10	-1	0	-5	-10	15	-5	5	-9
- CC(=NNc1nc2ccccc2o1)c1ncccn1
  ·	0	·	3	·	12	·	-11	·
- CC(C)n1nc(C(=O)Nc2nc3ccc(S(C)(=O)=O)cc3s2)c2ccccc2c1=O
  -11	2	-1	-2	-21	-96	8	-7	-16
- CCCc1cc(=O)oc2cc(OCC(=O)NCCCn3ccnc3)c(Cl)cc12
  3	2	0	8	-10	-77	0	-5	-2
- CC(=O)c1sc(NC(=O)c2ccc(F)cc2)nc1-c1ccccc1
  42	-6	-4	43	-4	-5	2	-9	-1
- CCc1cc(Cn2nc(-c3ccccc3)cc2C(=O)NCc2ccc(C)cc2)on1
  10	1	-6	14	-1	10	12	2	-1
- O=C(NCc1ccco1)/C(=C\c1ccco1)NC(=O)c1ccco1
  1	-7	0	4	-2	8	2	-7	2
- O=C(Nc1ccccc1N1CCN(C(=O)c2ccc(Cl)cc2)CC1)c1ccc([N+](=O)[O-])o1
  -2	3	-6	8	4	11	-11	5	0
- CCCCC(=O)Nc1ccc(N2CCN(C(=O)CC)CC2)cc1
  5	0	-1	6	0	15	2	-7	-6
- Cc1ccc(-c2nn(CCC(=O)NN3CCOCC3)c(=O)c3ccccc23)cc1
  12	0	-1	0	-3	18	-3	-3	-4

# Printed as active in PfGluPho inh, among the entries above:
SMILES | SENP7 inh | SENP1 FRET inh | PfGluPho inh | SENP6 block | UBC13 inh | HKDC1 inh
COc1ccc(N)cc1-n1c(C)ccc1C | 9 | -56 | 78* | 38 | -27 | 14

# Molecules listed so far that have a Cl atom (2):
# The line under a structure holds: SENP7 inh	SENP1 FRET inh	MIN6 prolif	PfGluPho inh	SENP6 block	SENP8 block-1	UBC13 inh	HKDC1 inh	SENP8 block-2
- CCCc1cc(=O)oc2cc(OCC(=O)NCCCn3ccnc3)c(Cl)cc12
  3	2	0	8	-10	-77	0	-5	-2
- O=C(Nc1ccccc1N1CCN(C(=O)c2ccc(Cl)cc2)CC1)c1ccc([N+](=O)[O-])o1
  -2	3	-6	8	4	11	-11	5	0

# (listing goes on)
# The line under a structure holds: SENP7 inh	SENP1 FRET inh	MIN6 prolif	PfGluPho inh	SENP6 block	SENP8 block-1	UBC13 inh	HKDC1 inh	SENP8 block-2
- CC(C)n1c(O)c(N=NC(=O)CNC(=O)Cc2ccc(Cl)cc2)c2ccccc21
  -7	4	-2	18	-8	23	-10	1	-14
- Cc1ccc(-c2cc(C(=O)Nc3c(C)n(C)n(-c4ccccc4)c3=O)[nH]n2)c(O)c1C
  5	1	-2	-13	15	25	-7	6	-2
- COc1ccccc1C(=O)C1CCCN(C(=O)c2ccc3c(c2)OCCO3)C1 (stereo not drawn)
  1	-2	0	-7	-4	14	0	-3	3
- Cc1ccccc1C(=O)NCCCNC(=O)c1ccccc1C
  -5	0	-1	-6	-13	-1	-9	-4	2
- Cc1ccc(C(C)C)c(OCCOCCN2CCNCC2)c1
  -2	0	4	6	-46	22	12	7	5
- Cc1ccc(N2CCN(c3cc(C)nc4nc(C)nn34)CC2)c(C)c1
  -11	-1	2	16	-3	31	-4	5	-17
- CC(OC(=O)c1cnccn1)C(=O)c1ccccc1 (stereo not drawn)
  8	-2	2	-15	-13	15	-4	-3	-7
- CN(C)c1ccnc2sc(C(=O)c3ccccc3)c(N)c12
  -4	-25	-2	5	-3	-30	4	-5	-11
- c1ccc2nc(-c3ccc(N4CCOCC4)cc3)ccc2c1
  97*	-61	-5	-10	93*	-281	26	-9	81*
- Cc1nnc(NC(=O)c2ccc(F)c(S(=O)(=O)N3CCOCC3)c2)s1
  -5	-2	-4	16	-9	-14	-11	-8	-14
- CCSC1=C(C#N)C2(CCCCC2)C(C#N)=C(N)N1
  -7	-1	-3	-5	-4	-1	10	-6	-3
- CC(C)c1cc(NCc2ccccn2)n2c(nc3ccccc32)c1C#N
  7	-106	1	-1	10	-455	10	3	9
- COc1ccc2nc(NC3=NC(C(=O)Nc4ccc(C)cc4)CC(=O)N3)nc(C)c2c1 (stereo not drawn)
  -3	·	-2	·	-16	·	14	·	-6
- COc1cc(C(=O)N2CCN(C(=O)C(Cc3cc(C)ccc3C)NC(C)=O)CC2)cc(OC)c1OC (stereo not drawn)
  -6	1	0	-2	-31	-52	4	-8	-5
- CN1CCN(C(=O)CCC(=O)c2ccc(F)cc2)CC1
  -14	-5	-2	5	-4	6	-10	-4	-12
- O=C(COC(=O)c1cc(S(=O)(=O)N2CCOCC2)ccc1F)NC1CC1
  -10	2	-1	-4	-2	7	-7	0	-12
- CC(C)CNC(=S)NNC(=O)CC(C)O (stereo not drawn)
  7	2	3	-4	-5	12	-3	-1	2
- COc1cc(OC)cc(C(=O)N2CCN(C3CCC(C)CC3)CC2)c1 (stereo not drawn)
  ·	-89	·	-6	·	1	·	0	·
- Cc1ccc([N+](=O)[O-])cc1-c1ccc(/C=N/NC(=O)CN2CCOCC2)o1
  13	0	1	41	-5	32	-22	2	-10
- Cn1nc([N+](=O)[O-])c2c(-c3nc4ccccc4s3)c(N)n(C3CCCCC3)c2c1=O
  0	-11	-6	77*	-4	26	-30	11	-2
- Cc1ccc(CNC(=O)CCC2CCCN(Cc3ccc4cccc(F)c4n3)C2)o1 (stereo not drawn)
  1	·	-2	-4	-5	·	4	-4	-3
- CC(C)c1ccc(NC(=O)CN2C(=O)COc3ccc(S(=O)(=O)N4CCOCC4)cc32)cc1
  21	-1	0	-9	5	8	-1	-6	-5
- COC(=O)CNC(=O)c1ccc(C)s1
  5	2	0	7	2	8	-1	-3	-4
- CC(C)=C1C2CCC1C1C(=O)N(c3ccc4c(c3)OCO4)C(=O)C21 (stereo not drawn)
  -7	0	-1	10	-20	18	-8	-5	-6
- CCN1CCN(C(=O)CCN2C(=O)COc3ccc(C)cc32)CC1
  1	2	-2	1	0	8	-5	-6	0
- COc1ccc(Cl)cc1NC(=O)CN1C(=O)NC(C)(Cc2ccc(OC)c(OC)c2)C1=O (stereo not drawn)
  8	2	1	0	5	-5	3	-3	-6
- CCn1c(CCNC(=O)c2cccs2)nnc1SCC(=O)c1ccc(OC)cc1
  -5	2	-3	50	0	9	-2	-7	-5
- CN(CC(=O)NCCc1ccc(S(N)(=O)=O)cc1)Cc1ccc(Cl)cc1Cl
  5	-3	1	1	-24	5	4	-6	2
- CCOC(=O)/C=C1\NC(C)(C)Cc2cc(OC)c(OC)cc21
  4	0	-2	-12	17	-16	3	-4	6
